Bioassay records: PubChem, several laboratories
NOD1 NF-kB reporter = inhibition of NOD1-driven NF-kB reporter – cell-based, luminescence, uHTS, primary screen (AID 1578). 290,000 tested, 1% active. inhibition, % at 4 µM; hits with a dose series show EC50 in µM. NOD1-driven NF-kB luciferase reporter cells, luminescence; higher % means a stronger effect; in the data active = inhibition mostly above about 36%, no sharp cut-off; inactive = mostly below about 34%;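 note: HEK-293T reporter cells stimulated with the NOD1 agonist gamma-tri-DAP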
Dynein transport = dynein cargo transport inhibition; z-score, hits read low; 3617.4 mouse cells, GR-EGFP nuclear translocation imaging; test concentration mostly 20 µM; stimulated with dexamethasone, 1 µM; stronger effect = lower value; 220,000 tested, 0.47% active;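 active = plate z-score of nuclear minus cytoplasmic receptor signal below a set negative limit, without overly bright fluorescence or cell loss, cut at about -3.5 in these data, passing the limit was not always enough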;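 note: z-score of nuclear minus cytoplasmic ring GR-EGFP intensity difference per well; some compounds called inactive have numbers as strong as hits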
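Also added: dexamethasone, 1.0 µM final. Medium: tet-free, stripped-serum medium. Detection: fixed, Hoechst-stained cells imaged at 10x for EGFP. Read-out: nuclear-to-cytoplasmic GR-EGFP distribution per well. Times: induction 48 h, compound 1 h, agonist 30 min.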
bCat nuc transl = beta-catenin nuclear translocation modulation; HeLa beta-catenin nuclear translocation, immunofluorescence imaging; nuclear translocation activity, % at 5 µM; 190,000 tested, 0.3% active; AID 1665;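 active = nuclear translocation activity above 50% at 5 µM, with a well cell count of 50 or more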;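 note: per-cell ratio of nuclear to cytoplasmic median beta-catenin stain intensity; plate controls were DMSO negative control for no effect and GSK-3 inhibitor IX positive control for full effect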
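System: HeLa cells, endogenous beta-catenin; compound dosing: 5 µM primary single dose, 0.1% DMSO, 0.02–20 µM confirmation series; incubation: 24 h compound exposure at 37°C, 5% CO2; signal: beta-catenin immunofluorescence imaging with DAPI; evaluation: % activation, nuclear-to-cytoplasmic median beta-catenin signal ratio per cell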
Yfh1-off respiration = enhancers of respiration in Yfh1-depleted yeast, dose response, Friedreich's ataxia, plus single-dose screen (AID 1465). 220,000 tested, 0.074% active. fold induction at 50 µM, or EC50 in µM where a hit was titrated. S. cerevisiae Yfh1-off respiration, WST-1 reduction, 72 h; higher fold induction means a stronger effect;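 active = fold induction of absorbance versus untreated yeast above a set limit, then at least 30% activation at any dose in follow-up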;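 note: activators that raise dye reduction in frataxin-depleted yeast; strong numbers were not always called active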
Autophagy mod = alters autophagy in cells. 190,000 tested, 0.98% active. MEF GFP-LC3 puncta imaging; test concentration mostly 10 µM. calls only at 10 µM (by protocol);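 active = percentage of spot-positive cells more than 3 SD above its plate mean, without a fluorescence outlier flag or 80% toxicity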;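 note: spot-positive cell cutoff set from DMSO-treated cells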
Insulin prom up = MIN6 insulin promoter up-regulation; MIN6 insulin promoter-GFP reporter, high-content imaging; stronger effect = higher value; 190,000 tested, 0.3% active; z-score at 5 µM;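 active = z-score above 3 at 5 µM with at least 500 cells counted in the well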
HEK293 NOD2/NF-kB = NOD2 signaling inhibitors, cell-based, luminescence, uHTS, HEK293 (AID 1566) | HEK293 NOD2/NF-kB luciferase reporter, luminescence; higher % means a stronger effect | inhibition, % at 4 µM, or EC50 in µM where a hit was titrated | 290,000 tested, 0.63% active; in the data active = inhibition above about 50%; note: many of its hits are not listed in these tables
MT stabilizer = stabilizes microtubules in HeLa cells; HeLa tubulin immunostaining HCS, 24 h; share of cells brighter than vehicle mean+2SD; 200,000 tested, 0.83% active; % tubulin-high responders, % at 10 µM; AID 2205;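 active = plate Z-score above 3 for both tubulin-high and condensed-nucleus cell shares, with cell loss under 80%, at 10 µM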;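 note: anti alpha tubulin signal scored within the nucleus-defined area of each cell; some results filed as inactive read as strong as hits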
M17LAP inhibition = P. falciparum M17LAP inhibitors, primary screen, biochemical, fluorogenic H-Leu-NHMec substrate, 1536-well (AID 1619). inhibition, % at 30 µM; hits with a dose series show IC50 in µM. recombinant M17LAP, H-Leu-NHMec fluorogenic kinetic assay; higher % means a stronger effect. 220,000 tested, 0.38% active;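 active = compound inhibiting the enzyme by more than half at any dose during confirmatory dose-response retesting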;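 note: plate controls were full reaction with DMSO carrier for no effect and no enzyme background for full effect; strong numbers were not always called active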
Dynein transport cytoplasmic EGFP = further read-out of Dynein transport, marked with its call; z-score; measured here: cytoplasmic GR-EGFP intensity; stronger effect = higher value
Dynein transport nuclear GR-EGFP = second read-out of Dynein transport, no call of its own (marks repeat the call); z-score; measured here: nuclear GR-EGFP intensity;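 lower value marks the stronger effect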
Dynein transport cell count = second read-out of Dynein transport, no call of its own (marks repeat the call); z-score; measured here: cell count per field
Insulin prom up cell count = recorded beside Insulin prom up, whose call it bears; cell count; measured here: cytotoxicity, nuclei count;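 total cells summed across four imaged fields per well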
bCat nuc transl cell count 5 µM = recorded beside bCat nuc transl, whose call it bears; cell count; measured here: cell count, cytotoxicity flag
MT stabilizer Hoechst-high % = recorded beside MT stabilizer, whose call it bears; % Hoechst-high responders; measured here: nuclear condensation Hoechst responders;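 share of cells brighter than vehicle mean plus two SD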
MT stabilizer cytotoxicity % = also measured in MT stabilizer; calls as there; toxicity, %; measured here: cytotoxicity by cell density;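 0% = mean cell density of plate MIN control wells and 100% = no cells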
Autophagy mod cell loss 18 h = second read-out of Autophagy mod, no call of its own (marks repeat the call); toxicity, %; measured here: cell loss, nuclei count;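 cell loss after 18 h compound exposure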
Numbers without * were called inactive; i = inactive; x = not tested or not shown. An excerpt. The share of hits here may be higher or lower than overall.

SMILES	NOD1 NF-kB reporter	Dynein transport	Dynein transport cytoplasmic EGFP	Dynein transport nuclear GR-EGFP	Dynein transport cell count	bCat nuc transl	bCat nuc transl cell count 5 µM	Yfh1-off respiration	Autophagy mod	Autophagy mod cell loss 18 h	Insulin prom up	Insulin prom up cell count	HEK293 NOD2/NF-kB	MT stabilizer	MT stabilizer Hoechst-high %	MT stabilizer cytotoxicity %	M17LAP inhibition
O=C(Cn1nnc(-c2cccs2)n1)N1c2ccccc2Sc2ccc(C(F)(F)F)cc21	x	0.65	-0.26	0.49	0.94	x	x	i	i	7	x	x	x	3.2	3.2	8.0	-2%
Cc1ccc(C(=O)Nc2ccc(Cl)cc2C)c(Cl)c1	-23%	0.63	0.11	0.63	-1.1	-2.0	1002	i	i	22	-0.1	1611	-266%	4.4	1.4	3.5	-2%
COc1ccccc1-c1nc(C#N)c(N2CCN(C(c3ccccc3)c3ccccc3)CC2)o1	-6%	0.17	-0.33	0.1	-0.16	-5.2	1124	i	i	5	-0.51	891	11%	3.9	4.9	9.5	-7%
COc1cccc(C(=O)CSc2nnc(-c3cc(OC)cc(OC)c3)o2)c1	-29%	-0.18	-0.23	0.23	0.75	0.4	1365	i	i	-33	0.23	1498	13%	4.6	2.5	16	3%
Clc1cccc(/C(Cc2nc3ccccc3[nH]2)=N\Nc2ccccc2)c1	-44%	-0.69	-0.17	-0.53	-0.099	-0.8	1088	i	i	4	-1.1	1358	-61%	5.9	1.8	2.3	8%
C#CCNC(=O)C1=C[C@@H](C2CCCCC2)C[C@@H](OCCCCO)O1	-42%	-0.29	-0.17	0.14	-0.37	-0.6	1092	i	i	-2	0.82	1431	-3%	1.5	1.2	5.7	5%
Cc1ccc(C(=O)N2CCc3ccccc32)o1	-16%	2.2	0.54	1	-1.5	1.0	1062	i	i	5	-0.13	1484	19%	5.8	2.4	12	1%
COc1ccc(S(=O)(=O)NCc2ccco2)cc1N(C)S(=O)(=O)c1ccccc1	-24%	-0.54	-0.3	-0.31	0.86	0.6	1091	i	i	-22	-0.44	1437	8%	5.8	1.4	4.4	1%
Cc1ncoc1C(=O)Nc1ccc2c(c1)OCCO2	-32%	-0.069	-0.25	0.24	0.02	0.8	1446	i	i	19	-0.07	1444	-82%	2.7	1.4	3.8	13%
CCC(=O)Nc1cccc(NC(=S)NC(=O)c2ccccc2C)c1	-62%	-0.23	-0.23	-0.51	0.51	-0.7	1047	i	i	12	-1	1195	-56%	2.8	2.2	4.5	19%
Cc1ccc(C)c(N(C(=O)Cc2cccs2)C(C(=O)NC2CCCC2)c2ccc(C)o2)c1 (stereo not given)	-14%	1.7	-0.19	0.56	-1.5	-0.7	1102	i	i	12	0.01	1911	-18%	2.9	1.8	8.3	3%
O=C1CC(Cc2ccc(Cl)cc2)C(=O)N1c1ccncc1 (stereo not given)	-14%	-0.14	-0.17	-0.21	0.4	-3.5	1114	i	i	-4	x	x	18%	3.8	1.5	2.1	-5%
CCn1c(SCC(=O)Nc2nc3c(s2)CCCC3)nc2c1c(=O)n(C)c(=O)n2C	45%	x	x	x	x	2.2	848	x	x	x	0.9	1075	29%	x	x	x	x
Nc1cc(S(=O)(=O)c2ccc(O)c(N)c2)ccc1O	-4%	-0.44	0.22	-0.32	-0.42	-0.9	1335	i	x	x	-0.47	961	-5%	x	x	x	12%
CCOc1ncccc1C(=O)Oc1ccc2c(c1)OCO2	9%	-1.2	-0.29	-1.2	0.89	-6.5	1249	i	i	1	x	x	13%	3.3	3.1	6.0	0%
Cc1cccc(C)c1NC(=O)Cn1c(=O)n(CCCC(=O)NCc2ccco2)c(=O)c2sccc21	-12%	-0.38	-0.22	-0.074	0.57	0.3	1458	i	i	6	1.9	1136	-12%	1.3	1.1	8.2	16%
N#Cc1cccc(C#N)c1Oc1ccc(S(=O)(=O)Nc2ccccc2)cc1	6%	0.35	-0.17	0.72	-0.29	-1.6	1337	x	x	x	0.25	1034	-11%	x	x	x	x
CCN(CCCNC(=O)c1c(C)cc(=O)oc1C)c1cccc(C)c1	-29%	-0.24	-0.29	-0.35	-0.62	-4.6	1122	i	i	-7	-0.15	1768	-8%	4.5	3.0	6.5	14%
Cc1ccc(NC(=S)N(CCN(C)C)Cc2cccs2)cc1C	-28%	-0.71	-0.37	-0.042	1.3	-0.6	1062	i	i	-6	-0.96	1266	11%	4.3	1.6	22	0%
Cn1c(=O)[nH]c(=O)c2[nH]c(N(Cc3ccccc3)Cc3ccccc3)nc21	-4%	1.3	-0.024	1.2	-1.4	-4.6	1032	i	i	8	-0.19	1184	-6%	5.2	5.0	9.3	-7%
Cc1cc(N2CCCCC2)nc(-c2ccc(Br)cc2)n1	-39%	0.64	-0.25	0.62	-1	-1.8	1103	i	i	3	-1	1355	3%	4.1	3.0	10	-3%
N#Cc1c(NCCCO)nc(-c2ccco2)c2c1CCCC2	2%	0.48	-0.17	0.34	0.11	-2.3	977	i	i	-1	x	x	6%	1.9	1.6	8.5	-25%
Cc1c(Cl)cccc1NC(=S)N1CCOCC1	-16%	-0.52	-0.31	-0.34	0.23	0.1	962	i	i	2	x	x	18%	3.9	2.4	1.6	-8%
Cc1ccc(NC(=S)N(Cc2ccccc2)Cc2cccs2)c(C)c1	-8%	-1.2	-0.25	-0.82	1.3	0.3	1130	i	i	-4	0.29	1264	5%	2.3	2.0	4.4	16%
COc1ccc(S(=O)(=O)N2CCCC(C(=O)NCc3ccncc3)C2)cc1Cl (stereo not given)	x	0.26	-0.26	0.14	0.68	43	203	i	i	-3	2.3	1108	x	3.6	2.6	3.5	2%
SMILES	NOD1 NF-kB reporter	Dynein transport	Dynein transport cytoplasmic EGFP	Dynein transport nuclear GR-EGFP	Dynein transport cell count	bCat nuc transl	bCat nuc transl cell count 5 µM	Yfh1-off respiration	Autophagy mod	Autophagy mod cell loss 18 h	Insulin prom up	Insulin prom up cell count	HEK293 NOD2/NF-kB	MT stabilizer	MT stabilizer Hoechst-high %	MT stabilizer cytotoxicity %	M17LAP inhibition
Cn1ncc(Oc2ccc([N+](=O)[O-])cc2)c(Cl)c1=O	11%	0.32	-0.15	0.087	0.6	0.4	1313	i	x	x	-0.23	924	14%	x	x	x	-2%
Nc1ccc(-c2nc3ccccc3[nH]2)cc1	-11%	0.42	-0.059	0.56	-0.9	-0.8	1090	i	i	8	-0.13	1703	-44%	6.8	4.2	2.0	-20%
CC(C)c1ccc(S(=O)(=O)N2CCN(C(=S)NCc3ccco3)CC2)cc1	26%	-0.19	-0.28	-0.41	0.45	1.7	919	i	i	0	-0.06	1201	-35%	5.4	2.1	9.0	-3%
Cc1noc(/C=C/c2ccco2)c1S(=O)(=O)N1CCC(C(=O)N2c3ccccc3CC2C)CC1 (stereo not given)	5%	-1.8	-0.2	-0.65	0.28	-2.2	947	x	i	9	-1.5	611	3%	2.3	1.6	9.4	3%
c1ccc2sc(NC3=NCN(CCN4CCOCC4)CN3)nc2c1	-25%	0.86	-0.16	0.39	-0.62	-0.7	1505	i	i	7	-0.05	1033	-1%	1.1	1.7	5.5	1%
CCc1nnc(/N=C/c2c(O)n(-c3ccc(Cl)cn3)c(=O)c3ccccc23)s1	-36%	1.3	-0.23	1.4	-0.41	x	x	i	i	4	-0.63	1301	-5%	5.5	2.1	12	1%
O=C(Cc1ccccc1)Nc1nc(-c2cccs2)cs1	-75%	0.77	0.08	0.23	-0.2	-5.6	769	i	i	13	-0.01	1414	-74%	2.2	2.4	8.7	-80%

For reference, part of the list above:
SMILES	NOD1 NF-kB reporter	Dynein transport	Dynein transport cytoplasmic EGFP	Dynein transport nuclear GR-EGFP	Dynein transport cell count	bCat nuc transl	bCat nuc transl cell count 5 µM	Yfh1-off respiration	Autophagy mod	Autophagy mod cell loss 18 h	Insulin prom up	Insulin prom up cell count	HEK293 NOD2/NF-kB	MT stabilizer	MT stabilizer Hoechst-high %	MT stabilizer cytotoxicity %	M17LAP inhibition
Cc1ccc(NC(=S)N(Cc2ccccc2)Cc2cccs2)c(C)c1	-8%	-1.2	-0.25	-0.82	1.3	0.3	1130	i	i	-4	0.29	1264	5%	2.3	2.0	4.4	16%
COc1ccc(S(=O)(=O)N2CCCC(C(=O)NCc3ccncc3)C2)cc1Cl (stereo not given)	x	0.26	-0.26	0.14	0.68	43	203	i	i	-3	2.3	1108	x	3.6	2.6	3.5	2%
Cn1ncc(Oc2ccc([N+](=O)[O-])cc2)c(Cl)c1=O	11%	0.32	-0.15	0.087	0.6	0.4	1313	i	x	x	-0.23	924	14%	x	x	x	-2%
Nc1ccc(-c2nc3ccccc3[nH]2)cc1	-11%	0.42	-0.059	0.56	-0.9	-0.8	1090	i	i	8	-0.13	1703	-44%	6.8	4.2	2.0	-20%
CC(C)c1ccc(S(=O)(=O)N2CCN(C(=S)NCc3ccco3)CC2)cc1	26%	-0.19	-0.28	-0.41	0.45	1.7	919	i	i	0	-0.06	1201	-35%	5.4	2.1	9.0	-3%
Cc1noc(/C=C/c2ccco2)c1S(=O)(=O)N1CCC(C(=O)N2c3ccccc3CC2C)CC1 (stereo not given)	5%	-1.8	-0.2	-0.65	0.28	-2.2	947	x	i	9	-1.5	611	3%	2.3	1.6	9.4	3%
